Sm TGR inh: qHTS Assay for the Inhibitors of Schistosoma Mansoni Peroxiredoxins | Schistosoma mansoni thioredoxin glutathione reductase (TGR), Q962Y6 | purified TGR, DTNB reduction, TNB absorbance 405 nm | Potency, µM (doses to about 114 µM), for inactives: at the top dose activity change, negative = inhibition, hits mostly inhibitors | 360,000 tested, 3% active; also: potency is read from the fitted curve at half-maximal effect; nearly all actives have a fitted effect of over 60% in size
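TGR 20 nM + NADPH 100 uM (dispensed conc.), cpd preinc 15 min RT; start with NADPH (500 uM addition) then DTNB (15 mM addition). Kinetic TNB absorbance, 405 nm filter. Four-parameter Hill fit across titration.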
HCMV antiviral: qHTS Assay for inhibitors of the human cytomegalovirus (HCMV). 410,000 tested, 4.5% active. HFF cells, HCMV-luciferase reporter, 72 h; hits give low values. AID 1259415, 2018. activity change, negative = inhibition, % at 57.5 µM; in the data active = activity change below about -60%; inconclusive = no clear call, values can overlap the other calls; inactive = above about -39%
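Cell-based, HFFs, 1000 cells/well, 16 h 37C; cpds in DMSO + HCMV-luc, MOI 1 PFU/cell; 72 h 37C; OneGlo luminescence after 5 min RT; norm. to buffer vs Salinomycin 10uM.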
HCV inhibitor: qHTS Assay for Inhibitors of Hepatitis C Virus (HCV). Potency, µM (highest dose often 41.8 µM), for inactives: at the highest dose activity change, negative = inhibition, most hits filed as inhibitors. 340,000 tested, 3.4% active. Huh7.5.1 HCVcc-Cre infection, luciferase reporter, 44 h; also: potency is read from the fitted curve at half-maximal effect
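Cells (1,000/well) were plated 4 h before compound, then infected with HCVcc-Cre virus (~0.5 moi). After 44 h further culture, infection was read as luciferase luminescence following a 15 min substrate incubation at room temperature.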
AMA1-RON2 inh: qHTS for Inhibitors of AMA1-RON; Towards Development of Antimalarial Drug Lead: Primary Screen. AlphaScreen AMA1-biotinylated RON2 peptide binding. 360,000 tested, 0.2% active. Plasmodium falciparum AMA1 (3D7) - RON2 peptide interaction. Potency, µM (titrated, usually from 58.2 µM), for the others: at the highest dose activity change, negative = inhibition, most hits filed as inhibitors;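 also: potency is read from the fitted curve at half-maximal effect; 0% = vehicle wells and -100% = peptide control; nearly all actives have a fitted effect of over 45% in size; some results filed as inactive show a strong effect at the top dose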
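AMA1 (3D7) with his tag at 25 nM final met compounds first, then biotinylated RON2 peptide at 25 nM; detection used donor plus acceptor beads, 10 µg/mL apiece, read by AlphaScreen after 30 min at room temperature.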
FBPA Giardia inh: qHTS Assay for Inhibitors of Fructose-1,6-bisphosphate Aldolase from Giardia Lamblia | A8B2U2 | purified Giardia FBPA | Potency, µM (series often up to 59.6 µM), inactives show at the top dose activity, negative = inhibition, most hits filed as inhibitors | 290,000 tested, 0.71% active | AID 2451, 2010; also: potency is read from the fitted curve at half-maximal effect; nearly all actives have a fitted effect of over 55% in size
Target sequence (A8B2U2 whole entry, looked up): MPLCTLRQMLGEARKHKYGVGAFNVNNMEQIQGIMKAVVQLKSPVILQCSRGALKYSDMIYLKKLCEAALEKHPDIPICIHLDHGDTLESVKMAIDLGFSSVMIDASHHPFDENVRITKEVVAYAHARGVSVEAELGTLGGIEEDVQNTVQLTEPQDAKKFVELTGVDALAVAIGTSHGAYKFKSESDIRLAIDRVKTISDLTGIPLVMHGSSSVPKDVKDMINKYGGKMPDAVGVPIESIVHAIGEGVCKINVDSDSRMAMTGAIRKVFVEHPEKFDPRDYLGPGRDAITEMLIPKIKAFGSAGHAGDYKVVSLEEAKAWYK
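Giardia FBPA (40 nM reagent) was preincubated 10 min at RT with compound (up to 57.5 uM final), then substrate plus GAPDH/TPI/NAD/arsenate coupling system with diaphorase/resazurin was added; resorufin fluorescence (525/598 nm) was read after 20 min.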
AmpC inh detg: qHTS Inhibitors of AmpC Beta-Lactamase (assay with detergent); P00811; AmpC hydrolysis of nitrocefin, absorbance 480 nm, 0.01% Triton; Potency, µM (titrated, usually from 114 µM), inactives show top-dose activity change, negative = inhibition, most hits filed as inhibitors; 370,000 tested, 0.041% active;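 also: potency is read from the fitted curve at half-maximal effect; 0% = no-compound wells and -100% = no-enzyme wells; nearly all actives have a fitted effect of over 25% in size; some results filed as inactive show a strong effect at the top dose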
Target sequence (P00811 whole entry, looked up): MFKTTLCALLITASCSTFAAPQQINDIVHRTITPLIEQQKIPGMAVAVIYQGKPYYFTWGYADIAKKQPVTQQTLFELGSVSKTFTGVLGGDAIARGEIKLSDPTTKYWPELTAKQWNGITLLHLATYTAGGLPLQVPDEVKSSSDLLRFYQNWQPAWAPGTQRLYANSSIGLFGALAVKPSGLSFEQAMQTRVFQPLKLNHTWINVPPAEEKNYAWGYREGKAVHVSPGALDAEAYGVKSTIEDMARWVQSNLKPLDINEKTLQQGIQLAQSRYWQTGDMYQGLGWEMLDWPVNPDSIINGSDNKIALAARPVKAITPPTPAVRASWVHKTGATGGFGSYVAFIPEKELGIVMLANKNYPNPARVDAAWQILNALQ
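AmpC (5.3 nM in the dispensed reagent) in 20 mM phosphate pH 7.0 with 0.01% (detergent screen) or 0.0001% Triton X-100 was preincubated with compounds for 15 min at room temperature. Nitrocefin was then added from an 800 uM solution, and hydrolysis was followed at 480 nm.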
The depositor's hits bear a star; ? = inconclusive; · = no result given; & = joins results of further samples; [ ] = another dose, or the depositor's remark. Unless noted, calls follow the shape of the dose curve; as a rule, active = well fitted curve in the direction sought with a large enough effect; inconclusive = small, poorly fitted or top-dose-only effect, or another doubt; inactive = no such curve, though single readings can be large; an effect the other way counts as inactive or inconclusive. Unless noted, % is scaled to controls: 0 for no effect and ±100 for the full control effect.

SMILES	Sm TGR inh	HCMV antiviral	HCV inhibitor	AMA1-RON2 inh	FBPA Giardia inh	AmpC inh detg
COc1ccc(/C=N/Nc2nc(C)cc(=O)[nH]2)cc1OC	-12%	35	0%	10%	?	-18%
Cc1ccc(S(=O)(=O)N2CCOCC2)cc1C(=O)N1CCN(S(=O)(=O)c2cccs2)CC1	-10%	43	-5%	2%	6%	3%
Fc1ccc(CN2CCN(C(c3ccccc3)c3ccccc3)CC2)cc1	0%	12	-23%	-26%	25µM*	?
COC(=O)c1c(NC(=O)CCCOc2ccc(C(C)(C)C)cc2)sc2c1C(C(=O)OC)CC2 (configuration not stated)	16%	-84*	·	·	·	8%
Cc1ccccc1OCCC(=O)Nc1cc(S(=O)(=O)N2CCCCC2)ccc1N1CCN(C)CC1	·	-10	?	-4%	·	·
O=C(N=C1SCC(=O)N1c1ccccc1Cl)c1ccco1	4%	107	4%	-8%	-19%	?
O=C(O)CN1C(=O)C(=O)N(Cc2ccc(Cl)c(Cl)c2)C1=O	1%	7	6%	-3%	1%	-12%
CC(=O)Nc1ccc(S(=O)(=O)NCC2CCC(C(=O)NCCCOC(C)C)CC2)cc1 (configuration not stated)	-25%&-3%	-9&20	5%	1%	-9%	0%&4%
COc1ccc(S(=O)(=O)NC2CCCCCC2)c(OC)c1	5%	1	0%	10%	·	?
Cc1ccc(C)c(Cn2nnc3c(=O)[nH]c(C4CCCN(C(=O)C5CCC5)C4)nc32)c1 (configuration not stated)	-16%	30	-24%	-6%	2%	?
CC(C)(C)OC(=O)N1CCC(c2c(C(=O)N3CCN(c4ncccn4)CC3)cnn2-c2cccc(F)c2)CC1	3%	17	·	·	·	-1%
COc1ccccc1C=C1SC(=S)NC1=O	·	-15	31%[activator]	1%	·	·

A second format for some results above.
Every second line gives: Sm TGR inh, HCMV antiviral, HCV inhibitor, AMA1-RON2 inh, FBPA Giardia inh, AmpC inh detg
COc1ccc(/C=N/Nc2nc(C)cc(=O)[nH]2)cc1OC
 : -12%, 35, 0%, 10%, ?, -18%
COc1ccccc1C=C1SC(=S)NC1=O
 : ·, -15, 31%[activator], 1%, ·, ·
Fc1ccc(CN2CCN(C(c3ccccc3)c3ccccc3)CC2)cc1
 : 0%, 12, -23%, -26%, 25µM*, ?

Part of the list above, in markdown:
| molecule | Sm TGR inh | HCMV antiviral | HCV inhibitor | AMA1-RON2 inh | FBPA Giardia inh | AmpC inh detg |
| --- | --- | --- | --- | --- | --- | --- |
| O=C(N=C1SCC(=O)N1c1ccccc1Cl)c1ccco1 | 4% | 107 | 4% | -8% | -19% | ? |
| O=C(O)CN1C(=O)C(=O)N(Cc2ccc(Cl)c(Cl)c2)C1=O | 1% | 7 | 6% | -3% | 1% | -12% |
| CC(=O)Nc1ccc(S(=O)(=O)NCC2CCC(C(=O)NCCCOC(C)C)CC2)cc1 (configuration not stated) | -25%&-3% | -9&20 | 5% | 1% | -9% | 0%&4% |

Next section:
SMILES	Sm TGR inh	HCMV antiviral	HCV inhibitor	AMA1-RON2 inh	FBPA Giardia inh	AmpC inh detg
Cc1cc(C(F)F)n2nc(C(=O)NCc3ccccc3F)nc2n1	10%	33	?	1%	-2%	?
COc1nc(-c2ccccc2)ccc1-c1noc(-c2ccccc2)n1	-7%	16	10%	13%	4%	1%
CC1=C(C)NC(=S)SC1	1%[11.4 µM]	-11	7%	6%	?	-8%
O=S1(=O)CCC(NC(=S)NC2CCS(=O)(=O)C2)C1 (configuration not stated)	-9%	-4	2%	-23%	21%	1%
Cc1noc(C)c1COC(=O)CNC(=O)c1ccc(Cl)cc1	2%	-6	3%	1%	3%	5%
CS(=O)(=O)Nc1ccc(Cc2noc(-c3ccc4[nH]cc(CCN)c4c3)n2)cc1	1%	·	·	·	4%&9%	2%
COC(=O)C(NC(C)=O)(Nc1cc(C)ccn1)C(F)(F)F (configuration not stated)	13%	-20	3%	-1%	2%	5%
Cc1ccc(C)c(NC(=O)CCC(=O)NNC(=O)c2cccc([N+](=O)[O-])c2)c1	3%	78	9%	40%[activator]	6%	-11%
O=C(CSc1c2c(nc3ccc(Cl)cc13)CCCC2)N1CCN(c2cccc(Cl)c2)CC1	-4%	-27	·	·	·	3%
COc1cc(/C=N/NC(=O)c2ccc(O)cc2)ccc1OCC(=O)Nc1cccc([N+](=O)[O-])c1	-15%	50	?	-12%	12%	-7%
CCOC(=O)C1=C(C)N(CCCCCC(=O)O)C(=O)NC1c1ccc(Br)cc1 (configuration not stated)	-26%	1	13%	-7%	26%	?
COCC(=O)Nc1ccccc1-c1ccccc1	6%	30	9%	-5%	3%	?

Of the compounds above, 2 have a thiophene ring, fused or not.
SMILES	Sm TGR inh	HCMV antiviral	HCV inhibitor	AMA1-RON2 inh	FBPA Giardia inh	AmpC inh detg
Cc1ccc(S(=O)(=O)N2CCOCC2)cc1C(=O)N1CCN(S(=O)(=O)c2cccs2)CC1	-10%	43	-5%	2%	6%	3%
COC(=O)c1c(NC(=O)CCCOc2ccc(C(C)(C)C)cc2)sc2c1C(C(=O)OC)CC2 (configuration not stated)	16%	-84*	·	·	·	8%

(cont.)
SMILES	Sm TGR inh	HCMV antiviral	HCV inhibitor	AMA1-RON2 inh	FBPA Giardia inh	AmpC inh detg
Cc1[nH]c(C)c(S(=O)(=O)N2CCCCC2C)c1C(=O)N1CCCC1 (configuration not stated)	6%	16	0%	-6%	·	4%
CCCC(=O)NC(Nc1cccc(C(F)(F)F)c1)C(Cl)(Cl)Cl (configuration not stated)	-21%	29	-6%	21%	3%	-4%
COc1cccc(C(=O)NN2CCOCC2)c1	·	22	14%	0%	·	·
N/C(=N\N=C/c1ccc(F)cc1)N/N=C\c1ccc(F)cc1	15%	12	-21%	30%	-26%	-4%
COc1ccc(N(C)S(=O)(=O)c2cccc(C(=O)OCC(=O)N(C)c3ccccc3)c2)cc1	·	-30	?	-5%	·	·
CCCCOc1ccc(C(=O)NCCc2sc(-c3cccc(F)c3)nc2C)cc1	-1%	-8	·	·	·	11%
Cc1ccc(-n2nc(C(=O)N(C)Cc3ccccc3)c3c4ccccc4n(C)c3c2=O)cc1	-1%	24	·	·	·	-5%
COC(=O)c1ccc(NC(=O)c2cnc3scc(C)n3c2=O)cc1	2%	·	·	·	3%	2%
CCOc1cc(S(=O)(=O)N2CCCCC2)ccc1F	-13%	-6	8%	0%	-3%	-10%
CC1CCC(n2c(=S)[nH]c3ccccc3c2=O)CC1 (configuration not stated)	-22%	-31	-3%	126%[activator]	4%	-12%
C/C(CCc1ccccc1)=N\NC(=O)COc1ccccc1C	6%	26	?	25%	0%	2%
CCC(OC(=O)c1ccco1)C(=O)NC1CCCC1 (configuration not stated)	-4%	81	3%	4%	5%	?
CCc1nc2sc(C(C)=O)c(N)c2c2c1CCCC2	-16%	?	?	62%[activator]	-1%	5%
CCSc1ccccc1C(=O)Nc1ccc(S(=O)(=O)NC(C)=O)cc1	-13%	-13	12%	-7%	-1%	-8%
C(=NOCc1ccccc1)c1cccnc1	·	-1	-1%	22%	·	·
CC(CC(=O)Nc1ccccc1)NCCCN1CCCC1=O (configuration not stated)	-6%	?	-8%	20%	-29%	-2%
COc1ccc(NC(=O)c2nc3nc(C)cc(C(F)F)n3n2)cc1OC	-3%	30	-12%	0%	-9%	?
Cn1nnnc1SCCNCc1ccc(Cl)c(Cl)c1	-10%	7	·	·	·	-2%
COc1ccc(NC(=O)CNCc2ccc(Cl)cc2)cc1S(=O)(=O)N1CCOCC1	·	-11	0%	-9%	·	·
Cn1nnc(NC(=O)c2ccc(C(C)(C)C)cc2)n1	-4%	19	3%	8%	3%	-14%
CCC(C)(C(=O)NC1CCCCC1)N(C(=O)CNC(C)=O)c1c(C)n(C)n(-c2ccccc2)c1=O (configuration not stated)	-7%	54	10%	1%	-1%	-1%
Cc1cccc(NC(=O)NN2CCN(C)CC2)c1C	5%	11	13%	-13%	0%	?
CC(Oc1ccc2c3c(c(=O)oc2c1)CCC3)C(=O)NCc1cccnc1 (configuration not stated)	-31%	-1	-10%	26%	·	1%
COc1ccc(CCN2C(=O)N[C@@H](C(C)C)C2=O)cc1	-3%	26	3%	-3%	-2%	0%

In the list so far, two contain a furan ring, fused or not.
SMILES	Sm TGR inh	HCMV antiviral	HCV inhibitor	AMA1-RON2 inh	FBPA Giardia inh	AmpC inh detg
O=C(N=C1SCC(=O)N1c1ccccc1Cl)c1ccco1	4%	107	4%	-8%	-19%	?
CCC(OC(=O)c1ccco1)C(=O)NC1CCCC1 (configuration not stated)	-4%	81	3%	4%	5%	?

(further entries)
SMILES	Sm TGR inh	HCMV antiviral	HCV inhibitor	AMA1-RON2 inh	FBPA Giardia inh	AmpC inh detg
CN1C(=O)C(Cc2c[nH]c3ccccc23)C(=O)N(C)C1=O	14µM*	·	15%	·	?	?
COCc1ccc(C(=O)NCC2(N3CCCCC3)CCCCC2)cc1	10%	-2	6%	-18%	?	-4%
CC(C)(C)NC(=O)COC(=O)c1ccc(F)cc1Cl	-5%	-21	21%	7%	3%	-1%
Fc1cccc(-c2n[nH]c(=S)n2-c2ccccc2)c1	-15%	11	1%	80%[activator]	7%	-14%
CCOc1ccccc1NC(=O)c1nn(-c2ccc(C)cc2)c(=O)n(C)c1=O	1%	10	·	·	·	-6%
COc1ccc(CCN2CCCC(CN(C)Cc3cc(OC)ccc3OC)C2)cc1 (configuration not stated)	8%	-9	10µM*	0%	6%	-9%
COc1cc(NC(=O)C2CCN(c3cnccn3)CC2)cc(OC)c1OC	-2%	?	3%	-1%	·	1%
CCOc1ccc(CCN2C(=S)N([C@@H](CC(C)C)CN3CCCC3CN3C(=S)NC[C@@H]3Cc3ccc(O)cc3)C[C@@H]2Cc2ccccc2)cc1 (some centres not stated)	·	-39	10µM*	25%	·	·
COc1ccc(NC(=S)NC2CC3CCC(C2)N3Cc2ccco2)cc1 (configuration not stated)	-6%	-27	8%	0%	12%	3%
CC(=O)c1cccc(NC(=O)COC(=O)c2ccc3c(c2)OCCO3)c1	-15%	14	-66%	-7%	-2%	1%
CCOC(=O)c1c2c3c(c(Cl)ccc3[nH]c1=O)C(=O)c1ccccc1-2	3%	-97*	-24%	-13%	-11%	?
O=C(c1ccncc1)N1CCN(C(=O)c2ccco2)CC1	-28%	-10	0%	3%	0%	-7%
COc1cc(/C=N/NC(=O)CNC(=O)c2ccncc2)ccc1OC(C)=O	5%	17	8%	-16%	·	6%
c1ccc(OCCCc2nc(-c3ccccn3)no2)cc1	?	-106*	-7%	6%	-8%	-3%
CCOc1ccc(C(Nc2cccnc2)c2cc(Cl)c3cccnc3c2O)cc1 (configuration not stated)	0.32µM*	-94*	?	6%	?	-4%
COc1ccc(/C=C2\SC(=O)N(CCNC(=O)CCS(=O)(=O)c3ccc(C)cc3)C2=O)cc1	-8%	-2	?	-10%	3%	-17%
COc1cc(NCCCNC(C)C)c2nccc(C)c2c1	·	?	?	9%	·	·
